Assay outcomes: PubChem BioAssay, several laboratories
TLR9-MyD88 inh: TLR9-MyD88 interaction inhibition | 0.21% of 340,000 active | Q9NR96+Q99836 | CHO BLA complementation TLR9-MyD88, CCF4 FRET ratio | inhibition, % at 4.98 µM;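 active means inhibition above the mean over all tested compounds plus 3 SD, cut at about 21% in these data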;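 further: 0% = DMSO only wells and 100% = clavulanate BLA inhibitor control wells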
Glyco luc inh: N-linked glycosylation inhibition. D54 ERlucT glycosylation luciferase reporter, 24 h; percent of 100 nM tunicamycin response. reporter increase, % at 12.5 µM. 0.23% of 360,000 active;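 active means mean luciferase reporter signal, scaled so untreated is 0 and the glycosylation-blocking control 100, at or above a set limit in every replicate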;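 further: luciferase carries N-glycosylation sites so blocking glycosylation raises the light; 0% = median of neutral control wells and 100% = median of 100 nM tunicamycin wells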
ABHD5-PLIN5 inh: inhibitors of human ABHD5-perilipin-5 interaction. Split G. princeps luciferase complementation, luminescence, 4 h. AID 602281. 0.78% of 360,000 active. inhibition, % at 4 µM;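 active means inhibition above the mean inhibition across every tested compound plus 3 SD, cut at about 22% in these data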;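 further: 0% = DMSO only wells and the 100% control is not disclosed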
Exocytosis inh: blocks lytic granule exocytosis. TALL-104 LAMP-1 surface exposure, flow cytometry; cells stimulated with thapsigargin and PMA. inhibition, % at 10 µM. 0.66% of 360,000 active. AID 651702;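 active means inhibition above about 55%, limit read from the data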
MC4R barr agon: human MC4R agonism via beta-arrestin. P32245. U2OS MC4R beta-arrestin complementation, luminescence; percent of melanotan II response, DMSO zero. activation, % at 8.9 µM. 0.98% of 360,000 active;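 active means activation above a per-plate cutoff, the mean activation of sample wells on that plate plus 3 SD, cut at about 8% in these data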
MC4R antagonist: human MC4R antagonism in cAMP assay | P32245 | MC4R-expressing cells, MTII-stimulated cAMP, LANCE TR-FRET | inhibition, % at 6.5 µM | 0.48% of 360,000 active | AID 540295;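 active means inhibition above its plate's cutoff, the mean of tested wells on that plate plus 3 SD, cut at about 29% in these data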;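 further: 0% = Melanotan II alone and 100% = Melanotan II plus saturating MCL0020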
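Assay system: human MC4R-expressing U2OS cells; reagent: Melanotan II stimulation of cells; dosing: 6.5 µM single dose; timing: compound 30 min, challenge 1 h, detection 1 h; signal: TR-FRET cAMP assay; replicates: one well per compound, no replicates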
Vif imaging: blocks HIV Vif function; HEK293T cells, Vif self-association by quenched fluorescence, imaging, 24 h; inhibition, % at 7.49 µM; 0.35% of 340,000 active; AID 602346; in the data active means inhibition above about 50%, passing the limit was not always enough; further: some results filed as inactive read as strong as hits
aDG glyco up: increases alpha dystroglycan glycosylation. Pro5-aDG cells, alpha-DG glycosylation AlphaScreen (IIH6); 0% Pro5, 100% B10-LARGE cell signal. activation, % at 10 µM. 0.22% of 360,000 active;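 active means activation of at least 8% versus controls, or a plate z-score of at least 8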;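 further: Pro5 are CHO cells carrying HIG-tagged alpha-DG that lacks glycosylation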
NOD2-RIPK2 inh: NOD2-RIPK2 protein interaction inhibition. 0.38% of 360,000 active. inhibition, % at 4.98 µM. AID 624267. O43353. CHO BLA complementation NOD2-RIPK2, CCF4 ratio; in the data active means inhibition above about 21%;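 further: 0% = vehicle only and 100% = reference blocker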
ABCB6 inh 2: human ABCB6 transporter inhibition; fluorescence ratio to DMSO, % at 10 µM; K562-ABCB6 porphyrin accumulation, flow cytometry, 1 h; hits give low values; 0.19% of 360,000 active; Q9NP58;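 active means fluorescence ratio to DMSO below 75%, the collection mean minus 3 SD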;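 further: signal is porphyrin accumulated inside mitochondria; 100% equals median channel fluorescence of DMSO control wells; lower ratio means ABCB6 inhibition with less porphyrin fluorescence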
* marks the source's active call; other numbers are inactive results; x = no result given. Not all compounds are listed, so the mix of outcomes need not match the whole.

MC4R barr agon,ABCB6 inh 2,Vif imaging,Exocytosis inh,aDG glyco up,TLR9-MyD88 inh,NOD2-RIPK2 inh,Glyco luc inh,ABHD5-PLIN5 inh,MC4R antagonist,Structure
-2.9,95,7,-1,-0.2,-1,-10,0,-1,3,COc1ccccc1N1CCN(C(=O)c2ccc3nc[nH]c3c2)CC1
-0.9,95,25,-13,-0.1,2,-1,2,-4,-3,C/C(=N/NC(=O)c1cc(C)[nH]n1)c1ccncc1
-2.3,91,-7,-1,-0.1,1,0,1,1,-2,COc1ccc(/C(N)=N/O)c(OC)c1
-0.2,104,-2,-2,0.3,-5,-4,0,6,10,CCOc1ccc(NS(=O)(=O)c2ccc(C(=O)NNC(=O)c3ccccc3O)cc2)cc1
-0.7,97,-2,-7,-0.3,-2,-4,1,0,1,COCCn1c(SCC(=O)c2c(N)n(C3CC3)c(=O)[nH]c2=O)nnc1-c1ccc(Cl)cc1
-2.8,99,-3,-1,0.1,-2,3,2,-1,4,Clc1ccc(-c2csc(-c3ccncc3)n2)cc1
-1.0,97,6,-2,0.4,-4,-4,-1,1,-2,Oc1ccc(Cl)cc1CNC1CCCCC1
-2.0,97,18,12,0.0,-3,0,-1,5,17,CC(C)C(NC(=O)c1ccc(C(C)(C)C)cc1)C(=O)NCC1(N(C)C)CCCCC1 (stereo not given)
15*,97,-6,58*,0.4,-2,-2,-12,13,8,Clc1ccc(CN2CCc3c([nH]c4ccccc34)C2)cc1Cl
0.6,103,-45,-6,-0.1,-14,-2,1,1,0,COc1ccc(C(=O)Nc2cc(Cl)cc(Cl)c2)c(OC)n1
-1.7,113,5,9,-0.1,-14,2,3,-6,5,O=C(NNC(=O)c1ccc2c(c1)OCO2)NC1CCCCC1
-0.7,96,-4,-2,-0.3,1,-2,0,3,5,CCN(CC(=O)Nc1cc(C)c(Cl)cc1OC)CC(=O)NC1CCS(=O)(=O)C1 (stereo not given)
-1.5,83,-5,6,-0.1,x,-11,-1,2,14,O=C(NCc1ccc(F)cc1)c1cc(C2CCCN(C(=O)c3cccs3)C2)on1 (stereo not given)
-0.9,96,-1,5,-0.2,4,11,1,1,15,O=C1CC[C@@H](CN(Cc2ccccn2)Cc2nc(Cc3cccc(C(F)(F)F)c3)no2)N1
1.0,94,-6,1,0.1,-9,-9,-1,8,5,COc1ccc(C(c2nnnn2C2CCCCC2)N2CCN(C)CC2)c(OC)c1 (stereo not given)
2.0,98,7,-3,-0.3,-2,-7,0,0,19,O=C(N=C1c2ccccc2CN1c1ccccc1)c1cccc([N+](=O)[O-])c1
-0.1,107,-11,-1,-0.1,-1,-6,1,2,18,CC(C)(C)NC(=O)c1ccc2c3c(cccc13)CC2
-3.4,85,-4,4,-0.1,7,7,-1,-8,-1,Cc1c(NC(=O)C(C)OC(=O)Cc2ccc(F)cc2)c(=O)n(-c2ccccc2)n1C (stereo not given)
-2.6,99,10,-2,-0.1,-5,1,2,2,20,CC(C)C(NC(=O)C(NC(=O)C1OC2OC(C)(C)OC2C2OC(C)(C)OC12)C(C)C)C(=O)O (stereo not given)
-1.2,97,-2,9,0.0,-5,-1,-1,-4,7,CCNS(=O)(=O)c1cc(-c2nnc(OC)c3ccccc23)ccc1C
-0.1,99,10,2,0.3,-16,-7,0,-1,3,Cc1c2c(nc3c(C(=O)NC4CC4)cnn13)CCCC2
x,100,x,-5,-0.2,x,0,x,2,x,CC(C)C[C@H]1CN([C@@H](Cc2ccc(O)cc2)CN2CCC[C@H]2CN2C(=O)C(=O)NC[C@@H]2Cc2ccccc2)C(=O)C(=O)N1CC1CCCCCC1
-2.0,98,-4,3,0.0,14,1,1,65*,15,CCOC(=O)COc1ccc(Br)cc1/C=C/c1[nH]c(=O)[nH]c(=O)c1[N+](=O)[O-]
-2.7,93,1,1,0.0,-5,3,-5,-1,4,COc1ccc(S(=O)(=O)N2CCCCC2)cc1NC(=O)c1cccc(S(=O)(=O)N2CCOCC2)c1
-2.0,97,-5,4,0.1,13,3,1,1,0,CCN(CCn1cccn1)C(=O)CCc1nnc(CCc2ccccc2OC)o1
1.3,103,0,0,-0.3,x,-4,11,11,14,CC(=O)Nc1cc(-c2cccc(C(=O)N(C)C)c2)cn2c(-c3ccccc3)cnc12
-3.5,91,-19,-3,-0.1,0,-3,1,-3,33*,COc1ccc(-n2c(=S)[nH]c3sc(-c4ccccc4)cc3c2=O)c(OC)c1
1.7,101,-3,-4,0.4,-8,6,-1,-14,27,Cc1ccc(-c2ccc(OC(=O)c3ccc(=O)[nH]c3)c(C)c2)cc1
-1.6,97,2,2,0.2,7,4,2,3,4,O=C(COC(=O)c1ccc(F)cc1)NC1CC1
-1.5,99,12,2,-0.2,0,-10,-2,4,-1,Cc1ccc(S(=O)(=O)CCC(=O)OCc2cc(C)ccc2C)cc1

The listing continues.
MC4R barr agon,ABCB6 inh 2,Vif imaging,Exocytosis inh,aDG glyco up,TLR9-MyD88 inh,NOD2-RIPK2 inh,Glyco luc inh,ABHD5-PLIN5 inh,MC4R antagonist,Structure
-2.4,100,13,2,0.2,5,2,-1,-5,-2,Cc1cc(C=O)c(C)n1-c1ccc2c(c1)OCO2
1.1,102,9,3,0.0,x,-7,1,-2,15,CC1=NNC(=O)C1CC(=O)N/N=C/c1ccc(C)o1 (stereo not given)
-2.1,97,-1,-4,0.3,0,-13,1,-5,1,COC(C[C@@H]1O[C@@H]1[C@H](O)[C@@H](C)OCc1ccccc1)OC
0.5,100,-6,24,0.7,-1,-9,-8,6,7,CC(C)(C)c1nc(NCCN2CCOCC2)c2nnn(Cc3ccccc3Cl)c2n1
1.4,172,-9,-9,0.0,-2,-13,-10,10,1,CCc1ccc(C2=NN(S(C)(=O)=O)C(c3cccs3)C2)cc1 (stereo not given)
1.2,104,-17,4,2.1,7,0,19,-1,1,N=c1n(CC(=O)c2ccc([N+](=O)[O-])cc2)c2ccccc2n1Cc1ccc(Cl)cc1
-2.4,100,6,-4,0.0,6,-3,-1,-1,-4,COc1cc(CN2CCC(C(=O)N3CCN(c4ccccc4F)CC3)CC2)cc(OC)c1OC
-1.0,100,-4,-1,0.2,2,-11,0,1,4,O=C(c1cccc(F)c1)N1CCN(Cc2ccco2)CC1
0.1,96,2,0,0.6,-10,-16,-3,6,2,COc1ccc(NC(=O)CCSc2ccc(C)cc2)cc1
-2.9,93,3,-3,-0.3,-6,-5,1,2,5,Cc1cc(Br)cc2c1NC(=O)C2(O)CC(=O)c1ccco1 (stereo not given)
0.0,96,-5,-3,0.4,x,5,-2,-2,9,Cn1c(=O)c2cc(NC(=S)NC3CCCCC3)ccc2n1Cc1ccc(F)cc1
-0.5,108,0,-3,0.4,-12,-8,1,6,-2,Cc1ccccc1C(=O)NC1CCN(CC(=O)Nc2c(C)cccc2C)CC1
-1.6,91,0,-1,0.0,-9,2,-1,7,-2,O=C(Nc1ccccc1)c1ccc(NCC2CCCO2)c(S(=O)(=O)N2CCOCC2)c1 (stereo not given)
2.4,99,0,0,0.1,-2,8,0,8,1,Cc1cc(C)c2nc(NC(=O)C3CC(=O)N(Cc4ccco4)C3)sc2c1 (stereo not given)
-2.5,99,-5,-28,0.1,x,-13,-1,-7,10,CCCC(=O)NC(=S)Nc1ccc(S(=O)(=O)N2CCc3ccccc32)cc1
-0.4,101,2,6,0.0,0,3,3,-6,4,CC(=O)Nc1ccc(N(C(=O)c2ccco2)C(C(=O)NC2CCCC2)c2ccncc2)cc1 (stereo not given)
-3.9,96,12,12,-0.3,-5,0,-2,0,8,Cc1cc(NC(=O)C2CC(c3c(F)cccc3Cl)=NO2)n(-c2ccccc2)n1 (stereo not given)
3.6,96,0,30,1.0,-12,-6,3,1,-1,COc1ccccc1/C=C/C(=O)OCC(=O)c1c[nH]c2ccccc12
-0.3,92,0,1,-0.1,8,-6,-3,0,5,COc1ccc(S(=O)(=O)N2CCOCC2)cc1NC(=O)CCc1c[nH]c2ccccc12
9.8*,99,-9,-18,0.0,9,-8,14,3,7,Cn1c(=O)c(C(=O)NNC(=O)c2cccc(Cl)c2)c(O)c2ccccc21
0.3,93,3,-3,-0.1,-10,2,1,0,4,COc1cccc(CSc2nccn2C)c1
-0.6,100,-4,-1,-0.1,-2,-12,-2,2,2,COc1ccc([N+](=O)[O-])cc1NC(=O)COC(=O)c1ccccc1O
5.4,89,-1,2,0.1,-5,7,2,4,-6,O=C(COC(=O)c1cc(=O)[nH]c2ccc(Br)cc12)c1ccccc1
-0.1,98,-3,1,0.0,3,1,-1,2,5,CCOC(=O)N1C2c3ccccc3C(c3ccccc32)N1C(=O)OCC
-1.1,90,4,-3,0.1,6,-1,0,-8,-10,COc1cc(C)ccc1OCCOc1c(Cl)cc(Cl)cc1Cl

An excerpt of these results, in markdown:
| structure | MC4R barr agon | ABCB6 inh 2 | Vif imaging | Exocytosis inh | aDG glyco up | TLR9-MyD88 inh | NOD2-RIPK2 inh | Glyco luc inh | ABHD5-PLIN5 inh | MC4R antagonist |
| --- | --- | --- | --- | --- | --- | --- | --- | --- | --- | --- |
| Cc1cc(Br)cc2c1NC(=O)C2(O)CC(=O)c1ccco1 (stereo not given) | -2.9 | 93 | 3 | -3 | -0.3 | -6 | -5 | 1 | 2 | 5 |
| Cn1c(=O)c2cc(NC(=S)NC3CCCCC3)ccc2n1Cc1ccc(F)cc1 | 0.0 | 96 | -5 | -3 | 0.4 | x | 5 | -2 | -2 | 9 |
| Cc1ccccc1C(=O)NC1CCN(CC(=O)Nc2c(C)cccc2C)CC1 | -0.5 | 108 | 0 | -3 | 0.4 | -12 | -8 | 1 | 6 | -2 |
| O=C(Nc1ccccc1)c1ccc(NCC2CCCO2)c(S(=O)(=O)N2CCOCC2)c1 (stereo not given) | -1.6 | 91 | 0 | -1 | 0.0 | -9 | 2 | -1 | 7 | -2 |
| Cc1cc(C)c2nc(NC(=O)C3CC(=O)N(Cc4ccco4)C3)sc2c1 (stereo not given) | 2.4 | 99 | 0 | 0 | 0.1 | -2 | 8 | 0 | 8 | 1 |
| CCCC(=O)NC(=S)Nc1ccc(S(=O)(=O)N2CCc3ccccc32)cc1 | -2.5 | 99 | -5 | -28 | 0.1 | x | -13 | -1 | -7 | 10 |
| CC(=O)Nc1ccc(N(C(=O)c2ccco2)C(C(=O)NC2CCCC2)c2ccncc2)cc1 (stereo not given) | -0.4 | 101 | 2 | 6 | 0.0 | 0 | 3 | 3 | -6 | 4 |

3 of the compounds above, field by field:
> CC(C)(C)c1nc(NCCN2CCOCC2)c2nnn(Cc3ccccc3Cl)c2n1
  MC4R barr agon: 0.5 | ABCB6 inh 2: 100 | Vif imaging: -6 | Exocytosis inh: 24 | aDG glyco up: 0.7 | TLR9-MyD88 inh: -1 | NOD2-RIPK2 inh: -9 | Glyco luc inh: -8 | ABHD5-PLIN5 inh: 6 | MC4R antagonist: 7

> O=C(COC(=O)c1cc(=O)[nH]c2ccc(Br)cc12)c1ccccc1
  MC4R barr agon: 5.4 | ABCB6 inh 2: 89 | Vif imaging: -1 | Exocytosis inh: 2 | aDG glyco up: 0.1 | TLR9-MyD88 inh: -5 | NOD2-RIPK2 inh: 7 | Glyco luc inh: 2 | ABHD5-PLIN5 inh: 4 | MC4R antagonist: -6

> Cc1cc(C=O)c(C)n1-c1ccc2c(c1)OCO2
  MC4R barr agon: -2.4 | ABCB6 inh 2: 100 | Vif imaging: 13 | Exocytosis inh: 2 | aDG glyco up: 0.2 | TLR9-MyD88 inh: 5 | NOD2-RIPK2 inh: 2 | Glyco luc inh: -1 | ABHD5-PLIN5 inh: -5 | MC4R antagonist: -2
